# MgcRacGAP inhibition: MgcRacGAP GTPase-activating activity inhibitors, confirmation, biochemical, ADP Hunter fluorescence; MgcRacGAP-stimulated Rac1 GTP hydrolysis, ADP Hunter fluorescence; higher % means a stronger effect; GST-tagged Rac1 F28L mutant substrate; inhibition, % at 30 µM, or IC50 in µM where a hit was titrated; 340,000 tested, 0.6% active; AID 624330;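 active = first-screen hits whose inhibition reached a set limit at any dose in the follow-up dose series; inconclusive = inhibition above the set first-screen limit but never retested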;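 also: fluorescence reports GDP produced by GAP-driven GTP hydrolysis; strong numbers were not always called active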
# T cell modulator: modulates CD8 T cell binding to vesicles; 2C CD8+ T cell-vesicle binding, flow cytometry; hits give low values; calls only at 7 µM; 330,000 tested, 0.068% active; AID 2052;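 active = response, share of CD8 T cells binding vesicles, and their 90th percentile fluorescence all below set limits, cut at about 80% in these data, passing the limit was not always enough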
#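 Assay system – 2C mouse CD8+ T cells · Also added – QL9-loaded Drosophila micro-vesicles · Timing – Cell–vesicle co-incubation 1.5 h at 37 °C, staining 20 min on ice · Signal – flow cytometry of vesicle-bound cells · Measure – percent CD8+ FL2 mean versus row control · Controls – Peptide-free naked vesicles (low) and QL9 vesicles with 0.7% DMSO vehicle (high)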
# Myeloid diff 2: promotes myeloid progenitor differentiation | ER-HoxA9 myeloid progenitors, lysozyme-GFP differentiation, flow cytometry | calls only at 10 µM | 360,000 tested, 1% active;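 active = normalized GFP-positive differentiation at or above the plate's own cutoff, the solvent-only control mean plus 3 SD; inconclusive = no clear call, values can overlap the other calls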;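 also: cells exposed to compound for four days before flow analysis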
# T cell modulator vesicle-bound %: second read-out of T cell modulator, no call of its own (marks repeat the call); double positive events, %; measured here: CD8+ vesicle-bound cell fraction;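 binding gate set so that unloaded-vesicle control wells show 10% double positive cells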
# Myeloid diff 2 GFP+ MAC1+ %: also measured in Myeloid diff 2; calls as there; GFP+ MAC1+ double positive, %; measured here: differentiation confirmed by MAC1 staining
# The depositor's hits bear a star; i = inactive; ? = inconclusive; / = no result given; ! = not active in a repeat. A portion of the library; rates above refer to the full screens.
SMILES,MgcRacGAP inhibition,T cell modulator,Myeloid diff 2,Myeloid diff 2 GFP+ MAC1+ %,others
CC1(C(=O)O)CCC2(C)CCC3(C)C(=CC(=O)C4C5(C)CCC(=O)C(C)(C)C5CCC43C)C2C1 (stereo not drawn),16%,/,i,0.8,
O=c1c([N+](=O)[O-])cn(O)cc1[N+](=O)[O-],-10%,/,i,1.8,
COc1ccc(S(=O)(=O)N2Cc3ccccc3-n3nncc3C2)cc1,10%,/,i,0.6,
C#CC1(O)CCC2C3CCC4=CC(=O)CCC4=C3C=CC21C (stereo not drawn),-2%,/,?,/,
O=C1NCCCCC1(Cl)Cl,0%,/,i,1.5,
CCCC1(CC(C)CC)C(=O)NC(=O)NC1=O (stereo not drawn),14%,/,i,0.3,
C[C@@H]1CN([C@@H](C)CO)C(=O)CCCn2cc(nn2)CO[C@H]1CN(C)C(=O)Oc1ccc2ccccc2c1,14%,/,i,0.3,
COc1ccc(OC(=O)N(C)C[C@H]2OCc3cnnn3CCCC(=O)N([C@H](C)CO)C[C@H]2C)cc1,9%,/,i,0.8,
CS(=O)(=O)c1ccc(C2=C(CNC(=O)c3ccncc3)[C@H]3CC[C@@H](C2)N3Cc2ccco2)cc1,12%,/,i,0.6,
O=C(NCC1=C(c2ccc3ccccc3c2)C[C@@H]2CC[C@H]1N2Cc1ccco1)c1ccncc1,11%,/,i,0.3,

# 4 structures out of the list, sorted by number of heavy atoms, descending.
SMILES,MgcRacGAP inhibition,T cell modulator,Myeloid diff 2,Myeloid diff 2 GFP+ MAC1+ %,others
CC1(C(=O)O)CCC2(C)CCC3(C)C(=CC(=O)C4C5(C)CCC(=O)C(C)(C)C5CCC43C)C2C1 (stereo not drawn),16%,/,i,0.8,
COc1ccc(S(=O)(=O)N2Cc3ccccc3-n3nncc3C2)cc1,10%,/,i,0.6,
C#CC1(O)CCC2C3CCC4=CC(=O)CCC4=C3C=CC21C (stereo not drawn),-2%,/,?,/,
O=C1NCCCCC1(Cl)Cl,0%,/,i,1.5,

# (listing goes on)
SMILES,MgcRacGAP inhibition,T cell modulator,Myeloid diff 2,Myeloid diff 2 GFP+ MAC1+ %,others
C[C@@H]1CN([C@@H](C)CO)C(=O)CCCn2nncc2CO[C@H]1CN(C)C(=O)Oc1ccccc1,13%,/,i,0.3,
CCOP(=S)(OCC)N1CC1,2%,/,i,1.4,
Cc1ccc(OC(=O)N(C)C[C@@H]2OCc3cnnn3CCCC(=O)N([C@H](C)CO)C[C@H]2C)cc1,11%,/,i,1.9,
CC1([N+](=O)[O-])COP(=O)(Nc2cccc(F)c2)OC1 (stereo not drawn),9%,/,i,0.9,
C[C@@H]1CN([C@H](C)CO)C(=O)CCCn2cc(nn2)CO[C@H]1CN(C)C(=O)Oc1cccc2ccccc12,13%,/,i,0.6,
O=C(NC1CC1)c1cn(Cc2ccccc2)nc1-c1ccccc1,2%,/,i,0.2,
N#Cc1ccc(CN2Cc3ccccc3-n3nncc3C2)cc1,13%,/,i,3.1,
CC(C)(C)NC(=S)N1Cc2ccccc2-n2nncc2C1,8%,/,i,1.1,
CSc1ccccc1NP1(=O)OCC(C)([N+](=O)[O-])CO1 (stereo not drawn),9%,/,i,1.2,
CC1(O)CCC2C3CCC4=CC(=O)CCC4(C)C34OC4CC21C (stereo not drawn),11%,/,i,0.3,
COc1cccc2c1N=C1CCCC3CN(C(C)=O)CCC123 (stereo not drawn),5%,/,i,0.5,
CCN1C(=O)CC(=O)N(CC)C1=S,8%,/,i,0.9,
Clc1ccccc1CNCCc1c[nH]c2ccccc12,18%,/,i,1.7,
C[C@@H]1CN([C@@H](C)CO)C(=O)CCCn2nncc2CO[C@@H]1CN(C)C(=O)Oc1ccccc1,-3%,/,i,0.3,
CCCCCCCCCCCCCCCC[n+]1ccccc1,61µM*!,/,?,/,
CC(=O)OC1CCC2(C)C(CCC3C4CC(N5CC5)C(C(C)=O)C4(C)CC(=O)C32)C1 (stereo not drawn),-5%,/,i,1.7,
O=C(NN=Cc1ccc(N(CCCl)CCCl)cc1)C(=O)c1c[nH]c2ccccc12,4%,/,?,/,
Cc1nc(C)c(C(=O)NN=Cc2ccc(N(CCCl)CCCl)cc2)s1,9%,/,i,13,
Nc1ccc(Cc2ccc(N)c(Cl)c2)cc1Cl,7%,/,i,1.7,
O=C(COc1cccc(F)c1)Nc1nc(-c2ccccn2)cs1,9%,/,i,1.2,
COc1ccc2c(c1)NP(=S)(c1ccccc1)N2C (stereo not drawn),12%,/,i,0.6,
COC(=O)C1=C(c2ccc(OCc3ccccc3)cc2)C[C@@H]2CC[C@H]1N2C(=O)NCCCCc1ccccc1,15%,/,i,0.8,
CC(C)Oc1cccnc1N(C)C1CCN(Cc2ccccc2)CC1,4%,/,i,3.1,
O=C(Nc1cccc2ccccc12)N1Cc2ccccc2-n2nncc2C1,15%,/,i,1.3,
CC1=C(C)CC2(C(=O)NC(=S)NC2=O)C(C)C1 (stereo not drawn),8%,/,i,0.3,
C[C@H](CO)N1C[C@H](C)[C@@H](CN(C)C(=O)Oc2cccc3ccccc23)OCc2cn(nn2)CCCC1=O,6%,/,i,1.1,
Cc1cc(C)c(NC2=NCCS2)cc1C,4%,/,i,0.6,
CN(C)c1ccc(C=C2C(=O)NC(=O)NC2=O)cc1,20%,/,i,0.5,
CN1Cc2cnnn2-c2ccccc2C1C#N (stereo not drawn),5%,/,i,0.8,
CN1C(=O)C[N+]([O-])=C(c2ccccc2)c2cc(Cl)ccc21,3%,/,i,0.4,
CCC1(c2ccccc2)C(=O)NC(=S)NC1=O,5%,/,i,1.6,
COc1ccc(OC(=O)N(C)C[C@@H]2OCc3ccccc3-c3c(n(C)c4ccccc34)C(=O)N([C@H](C)CO)C[C@@H]2C)cc1,7%,/,i,1.3,
C[C@]12C=CC(=O)C=C1CC[C@@H]1[C@@H]2CC[C@]2(C)C(=O)CC[C@@H]12,0%,/,i,2.9,
Fc1ccc(NC(=S)N2Cc3ccccc3-n3nncc3C2)cc1,13%,/,i,1.0,
O=C1NC2C(=CC(O)C(O)C2O)c2cc3c(cc21)OCO3 (stereo not drawn),-1%,/,?,/,
C[C@]12CC[C@@H](O)CC1=CC(=O)C1C2CC[C@]2(C)C(=O)[C@H](O)CC12 (stereo partly drawn),10%,/,i,1.4,
NN=C1C(Cl)=C(Cl)C(Cl)=C1Cl,?,/,i,0.6,
O=C(Nc1cc(Cl)cc(Cl)c1)N1Cc2ccccc2-n2nncc2C1,14%,/,i,2.0,
N=C1c2ccccc2CN1NC(=O)c1ccco1,-5%,i,i,0.7,T cell modulator vesicle-bound %=46
CC1=CC(=O)OC2CC3OC4C[C@@H](C)C5OC6CC7O[C@]8(C)C/C=C\C9OC%10CC%11OC(CC(C)C%12OCCO%12)CC(O)[C@]%11(C)OC%10CC9OC8C[C@]7(C)O[C@]6(C)CCC5OC4C[C@]3(C)OC12 (stereo partly drawn),4%,i,i,0.8,T cell modulator vesicle-bound %=10

# Structures listed so far with fluorine (3):
SMILES,MgcRacGAP inhibition,T cell modulator,Myeloid diff 2,Myeloid diff 2 GFP+ MAC1+ %,others
CC1([N+](=O)[O-])COP(=O)(Nc2cccc(F)c2)OC1 (stereo not drawn),9%,/,i,0.9,
O=C(COc1cccc(F)c1)Nc1nc(-c2ccccn2)cs1,9%,/,i,1.2,
Fc1ccc(NC(=S)N2Cc3ccccc3-n3nncc3C2)cc1,13%,/,i,1.0,

# (list continues)
SMILES,MgcRacGAP inhibition,T cell modulator,Myeloid diff 2,Myeloid diff 2 GFP+ MAC1+ %,others
C[C@]1(O)CCC2C3CC[C@@H]4CC(=O)CC[C@]4(C)C3CC[C@@]21C (stereo partly drawn),5%,i,i,0.8,T cell modulator vesicle-bound %=42
Cc1ccccc1O,-1%,i,i,2.5,T cell modulator vesicle-bound %=9
C[C@]12C[C@@H](O)[C@H](O)CC1=CCC1C2CC[C@]2(C)C(=O)CCC12 (stereo partly drawn),-3%,i,i,0.8,T cell modulator vesicle-bound %=49
CC(=O)OC(C)(C)/C=C/C(=O)[C@](C)(O)C1[C@H](O)C[C@@]2(C)C3CC=C4C(C[C@H](O)C(=O)C4(C)C)[C@]3(C)C(=O)C[C@]12C (stereo partly drawn),1%,i,?,/,T cell modulator vesicle-bound %=46
CCCC[C@@H](C)C[C@@H](C)C(=O)N(C)[C@@H](CC(C)C)C(=O)N[C@H](C(=O)N(C)[C@H](C(=O)N1C[C@@H](O)C[C@H]1C(=O)N1C(=O)C=C[C@@H]1C)C(C)C)C(C)OC(C)=O (stereo partly drawn),9%,i,?,/,T cell modulator vesicle-bound %=11
CCOC(=O)c1ccccc1N,2%,i,i,3.6,T cell modulator vesicle-bound %=13
CC(C)(C)[C@]1(O)C[C@@H]2OC(=O)C[C@@]23C(=O)O[C@@H]2OC(=O)[C@@H](O)C213 (stereo partly drawn),-18%,i,i,1.3,T cell modulator vesicle-bound %=22

# Assay outcomes: PubChem BioAssay, several laboratories
